Assay outcomes: PubChem, National Center for Advancing Translational Sciences (NCATS)
TrxR1 substrate – qHTS Assay for Substrates of Mammalian Selenoprotein Thioredoxin Reductase 1 (TrxR1): qHTS; Thioredoxin reductase 1, cytoplasmic (Rattus norvegicus), O89049; purified TrxR1 substrate turnover, NADPH consumption readout; Potency, µM (titrated, usually from 114 µM), without a hit: at the top dose activity change, negative = substrate turnover; 390,000 compounds, 0.01% hits; AID 588456, 2011; further: potency means the concentration at half of the fitted maximal effect; on the % scale 0 is the no-effect control and ±100 the full control effect; nearly all actives have a fitted effect of over 50% in size
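Rat TrxR1, dispensed at 90 nM, was prereduced with 400 uM NADPH (final) for 5 min at ~22 deg C, then incubated with compound 15 min before 400 uM selenite. A first-read NADPH fluorescence drop versus no-compound background flagged substrates.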
USP1-UAF1 inh – Inhibitors of USP1/UAF1: Primary Screen; Ubiquitin carboxyl-terminal hydrolase 1 (Homo sapiens), O94782; recombinant USP1/UAF1, Ub-Rhodamine cleavage fluorescence; Potency, µM (highest dose often 57.1 µM), without a hit: at the highest dose activity change, negative = inhibition, actives largely listed as inhibitors; 390,000 compounds, 0.23% hits; AID 743255, 2014; further: potency means the concentration at half of the fitted maximal effect; on the % scale 0 is the no-effect control and ±100 the full control effect; nearly all actives have a fitted effect of over 60% in size; inactives centre near -12
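High-throughput fluorogenic screen: 1nM USP1/UAF1 complex, Ub-Rho substrate 150nM final, 50mM HEPES pH 7.8 with 0.5mM EDTA, 0.1 mg/ml BSA, 1mM TCEP and 0.01% Tween-20.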
PI4K2A inh – qHTS for small molecular inhibitors of PI4K2A; Phosphatidylinositol 4-kinase type 2-alpha (Homo sapiens), Q9BTU6; purified PI4K2A, ADP-Glo luminescence, 1 h; active compounds read low; activity change, negative = inhibition, % at 76.9 µM; 420,000 compounds, 0.13% hits; AID 1346378, 2018; in the data active means activity change below about -50%; inconclusive means mostly about -30% to -49%;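 further: -100% = wells without enzyme as full effect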
Target sequence (Q9BTU6 whole entry, looked up): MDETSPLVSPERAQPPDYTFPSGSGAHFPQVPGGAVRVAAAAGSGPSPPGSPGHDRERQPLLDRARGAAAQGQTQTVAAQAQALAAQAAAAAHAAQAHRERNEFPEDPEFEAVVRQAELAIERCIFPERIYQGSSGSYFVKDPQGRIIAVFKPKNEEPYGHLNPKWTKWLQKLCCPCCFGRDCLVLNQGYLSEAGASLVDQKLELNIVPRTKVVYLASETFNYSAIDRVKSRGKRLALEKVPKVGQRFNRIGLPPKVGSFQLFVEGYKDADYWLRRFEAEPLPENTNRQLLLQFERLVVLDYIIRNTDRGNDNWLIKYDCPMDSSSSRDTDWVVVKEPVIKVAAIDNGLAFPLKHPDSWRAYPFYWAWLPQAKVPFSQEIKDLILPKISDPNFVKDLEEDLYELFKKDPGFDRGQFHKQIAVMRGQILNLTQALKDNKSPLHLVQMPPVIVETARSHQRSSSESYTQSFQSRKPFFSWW
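ADP-Glo luminescence measured ADP generated by PI4K2A enzyme (4 ug/mL before mixing) with 1.2 mM PI substrate (pre-mix) and 300 microM ATP (pre-mix). Tris pH7.5 buffer with MgCl2, Triton X-100; 1 h reaction at ambient temperature.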
Vif-A3F inh – qHTS for Inhibitors of Vif-A3F Interactions: qHTS; 390,000 compounds, 0.2% hits; HeLa A3F-eYFP + Vif (tagged APOBEC3F with the HIV-1 protein that degrades it), YFP fluorescence increase; Potency, µM (titrated, usually from 46.1 µM), inactives show top-dose activity, negative = active; further: potency means the concentration at half of the fitted maximal effect; % of control where 0% means no effect; nearly all actives have a fitted effect of over 65% in size
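HeLa cells stably expressing Vif plus C-terminally eYFP-tagged A3F were seeded, incubated overnight at 37 deg C, dosed with compound, incubated overnight again at 37 deg C. Yellow fluorescence (Ex 488/Em 500-530) reported blocked Vif-mediated A3F-eYFP degradation.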
GRP78 ERSR act – qHTS for Inducers of the Endoplasmic Reticulum Stress Response (ERSR) in Human Glioma: qHTS; U87-MG GRP78 promoter luciferase reporter, 16 h; Potency, µM, without a hit: at the top dose activation, usual class: activators; 420,000 compounds, 0.02% hits; AID 602332, 2012; further: potency means the concentration at half of the fitted maximal effect; series mostly up to about 76 µM; % of control where 0% means no effect; nearly all actives have a fitted effect of over 35% in size
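Stably transfected U87-MG glioma cells carrying a GRP78-based luciferase sensor; 16 h compound incubation. Luminescence end-point read 10 min after Bright-Glo addition at room temperature.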
IDH1 R132H inh – qHTS for Inhibitors of mutant isocitrate dehydrogenase 1 (IDH1): qHTS; Isocitrate dehydrogenase [NADP] cytoplasmic (Homo sapiens), O75874; IDH1-R132H enzyme, NADPH consumption, diaphorase/resazurin fluorescence; Potency, µM (top dose mostly 76.6 µM), inactives show at the highest dose activity change, negative = inhibition, hits mostly inhibitors; 390,000 compounds, 0.093% hits; further: potency means the concentration at half of the fitted maximal effect; on the % scale 0 is the no-effect control and ±100 the full control effect; nearly all actives have a fitted effect of over 65% in size
Target sequence (O75874 whole entry R132H, stated change not applied): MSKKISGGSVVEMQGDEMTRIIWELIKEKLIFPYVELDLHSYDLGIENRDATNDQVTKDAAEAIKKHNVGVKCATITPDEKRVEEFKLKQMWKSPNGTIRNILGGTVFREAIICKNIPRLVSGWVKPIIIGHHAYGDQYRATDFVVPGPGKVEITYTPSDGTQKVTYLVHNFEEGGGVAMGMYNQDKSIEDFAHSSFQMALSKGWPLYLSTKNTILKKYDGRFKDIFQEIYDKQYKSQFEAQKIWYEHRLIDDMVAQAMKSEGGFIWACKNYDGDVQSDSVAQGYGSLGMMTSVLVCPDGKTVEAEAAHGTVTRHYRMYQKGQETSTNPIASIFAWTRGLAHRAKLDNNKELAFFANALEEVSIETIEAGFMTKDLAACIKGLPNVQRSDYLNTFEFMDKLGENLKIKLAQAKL
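IDH1-R132H (0.5 ug/mL) preincubated 30 min with compound, then NADPH (0.016 mM) and alpha-KG (2 mM) added; 80 min at RT, pH 7.5. Remaining NADPH coupled via diaphorase/resazurin to fluorescence (540/590 nm); concentration-response curves normalized to no-enzyme control.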
RXFP1 agonist – qHTS Assay for Agonists of the Relaxin Receptor RXFP1. HEK293T-RXFP1 cAMP TR-FRET, 30 min; response scale: percent of porcine relaxin response, buffer zero. AID 2676, 2010. 370,000 compounds, 0.3% hits. Potency, µM (series often up to 57.5 µM), without a hit: at the top dose activation, most hits filed as activators; further: potency means the concentration at half of the fitted maximal effect; on the % scale 0 is the no-effect control and ±100 the full control effect; nearly all actives have a fitted effect of over 60% in size; many of its hits are not listed in these tables
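Agonist response is measured as cAMP accumulation in an RXFP1-transfected HEK293T line under PDE4 inhibition. Values are scaled between buffer-only and 29 nM porcine relaxin, and EC50s come from standard Hill equation fits.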
LDHA inh – qHTS assay for inhibitors of human lactate dehydrogenase; L-lactate dehydrogenase A chain (Homo sapiens), P00338; purified LDHA, NADH/diaphorase-resazurin fluorescence; active compounds read low; activity change, % (values are at about 110 or 230 µM); 480,000 compounds, 0.15% hits; AID 1347041, 2019; in the data active means activity change below about -30%; inconclusive means mostly about -25% to -30%;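 further: plate controls were DMSO wells for no effect and wells without enzyme for full effect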
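Human LDH5 (2 nM) was incubated with 0.06 mM NADH and 0.2 mM pyruvate for 5 min at room temperature in Tris pH 7.4. Remaining NADH was coupled through diaphorase/resazurin, and resorufin fluorescence was read at 0 and 20 min.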
Vif-A3G inh – qHTS for Inhibitors of Vif-A3G Interactions: qHTS; AID 602310, 2012; HeLa A3G-eYFP + Vif (tagged APOBEC3G with the HIV-1 protein that degrades it), YFP fluorescence, overnight; 410,000 compounds, 0.076% hits; DNA dC->dU-editing enzyme APOBEC-3G (Homo sapiens), Q9HC16; Potency, µM (series often up to 46.1 µM), inactives show at the top dose activity, negative = active, usual class: inhibitors;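 further: potency means the concentration at half of the fitted maximal effect; on the % scale 0 is the no-effect control and ±100 the full control effect; nearly all actives have a fitted effect of over 60% in size; hits raise eYFP signal because A3G escapes Vif-driven loss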
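HeLa cells stably expressing Vif and C-terminally eYFP-tagged A3G, seeded overnight at 37 deg C, then exposed to compound by pintool overnight at 37 deg C. Rise in yellow fluorescence (Ex 488/Em 500-530, Acumen) marks blocked Vif-driven A3G degradation.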
* = called active by the depositor; ? = inconclusive; / = not tested or not shown; & = joins results of further samples; [ ] = dose if it differs, or a comment. Unless noted, the call rests on the fitted dose curve; in most records, active means well fitted curve in the direction sought with a large enough effect; inconclusive means small, poorly fitted or top-dose-only effect, or another doubt; inactive means no such curve, though single readings can be large; an effect the other way counts as inactive or inconclusive. The list is partial; rates above refer to the full screens.

The line under a structure holds: TrxR1 substrate, USP1-UAF1 inh, PI4K2A inh, Vif-A3F inh, GRP78 ERSR act, IDH1 R132H inh, RXFP1 agonist, LDHA inh, Vif-A3G inh
> O=C(CN1C(=O)/C(=C/c2ccccc2F)SC1=S)NC1C=CS(=O)(=O)C1 (centres undefined)
→ -4%, -21%, 0, 7%, 1%, 1%, 2.4%, -7, 3%
> CC(=O)Nc1ccc(OC(=O)c2cc3ccccc3oc2=O)cc1
→ -7%, -1%, 3, 9%, 3%, 5%, 2.1%, -4, 1%
> CCn1c(-c2cc(C3CC3)nc3ccccc23)n[nH]c1=S
→ 3%, -15%, 3, -4%, -7%, -3%, 2.8%, -2, -1%
> CSc1nn(Cc2cccc(Cl)c2)c(N(C(C)=O)C(C)=O)c1S(=O)(=O)c1ccccc1
→ 2%, -25%, 13, -5%, -4%, -10%, 0.4%, ?, -21%
> O=S1(=O)c2ccccc2N(Cc2ccc(Cl)cc2)c2ccccc21
→ 16%[57.1 µM], -28%, -6, 4%, -5%, 13%, 1.2%, 4, -1%
> NC(=O)CSc1nnc(CSc2ncccn2)n1-c1ccccc1
→ 6%, -15%, 2, -5%, -3%, 11%, 8.0%, -6, -7%
> O=C(CCC1CCCC1)Nc1ccc(Br)cn1
→ 0%[57.1 µM], -17%, -2, -6%, 4%, -2%, -2.2%, -13, 2%
> CCNC(=S)N/N=C(\C)c1cccc([N+](=O)[O-])c1
→ 1%, -9%, 0, ?, -3%, 12%, 2.4%, -6, -10%
> COc1cc2[nH]c(=O)n(Cc3ccc(C(=O)NCCCN4CCC(C)CC4)cc3)c(=O)c2cc1OC
→ 10%, -11%, 0, -5%, 7%, -6%, 0.7%, -9, 1%
> O=C(c1cc2c(s1)-c1ccccc1OC2)N1CCc2ccccc2C1
→ 43%[activator], -14%, 1, 1%, 3%, 8%, 4.5%, -6, -2%

In the list so far, 4 contain a halogen.
The line under a structure holds: TrxR1 substrate, USP1-UAF1 inh, PI4K2A inh, Vif-A3F inh, GRP78 ERSR act, IDH1 R132H inh, RXFP1 agonist, LDHA inh, Vif-A3G inh
> O=C(CN1C(=O)/C(=C/c2ccccc2F)SC1=S)NC1C=CS(=O)(=O)C1 (centres undefined)
→ -4%, -21%, 0, 7%, 1%, 1%, 2.4%, -7, 3%
> CSc1nn(Cc2cccc(Cl)c2)c(N(C(C)=O)C(C)=O)c1S(=O)(=O)c1ccccc1
→ 2%, -25%, 13, -5%, -4%, -10%, 0.4%, ?, -21%
> O=S1(=O)c2ccccc2N(Cc2ccc(Cl)cc2)c2ccccc21
→ 16%[57.1 µM], -28%, -6, 4%, -5%, 13%, 1.2%, 4, -1%
> O=C(CCC1CCCC1)Nc1ccc(Br)cn1
→ 0%[57.1 µM], -17%, -2, -6%, 4%, -2%, -2.2%, -13, 2%

(more compounds)
The line under a structure holds: TrxR1 substrate, USP1-UAF1 inh, PI4K2A inh, Vif-A3F inh, GRP78 ERSR act, IDH1 R132H inh, RXFP1 agonist, LDHA inh, Vif-A3G inh
> CCN(CC)c1ccc(NC(=O)CCc2nc3cccnc3n2Cc2cccs2)c(C)c1
→ -8%, 2%, -3, -2%, -1%, 6%, -2.8%, 5, -3%
> COc1ccc(CSC2=CS(=O)(=O)c3ccccc3N2)cc1
→ 8%[57.1 µM], -8%, 0, 6%, -1%, 4%, 2.4%, -5, 0%
> Cc1cc(C(=O)COc2ccccc2[N+](=O)[O-])c(C)n1-c1cccc(S(=O)(=O)N2CCOCC2)c1
→ -4%, -18%, 2, -5%, -1%, 8%, -1.6%, 0, -9%
> COc1cc(OC)c(NS(=O)(=O)c2cc3[nH]c(=O)c(=O)[nH]c3cc2C)cc1Cl
→ 2%, -20%, 1, -7%, 1%, 4%, -0.8%, 2, 5%
> O=[N+]([O-])c1ccc(CN2[C@H](COCc3ccccc3)[C@@H](N3CCCC3)CS2(=O)=O)cc1
→ /, /, -5, /, -2%, /, /, -7, 0%
> Cc1csc(NC(=O)C2CCN(C(=O)CSc3nnc(C)n3Cc3ccccc3)CC2)n1
→ -1%, -7%, -7, -1%, -2%, 12%, -2.4%, -10, 2%
> C[C@H]1CN(S(=O)C(C)(C)C)[C@H](CCO)/C1=C\c1ccccc1 (some centres undefined)
→ -2%, 1%, -6, -2%, -2%, -7%, /, -5, -2%
> CCOC(=O)C1(Cc2cccc(Cl)c2)CCCN(C(=O)c2cnn(CC)c2)C1 (centres undefined)
→ -11%, -3%, -5, -12%, 6%, 5%, -0.3%, -6, 0%
> Cc1cc(C)n(CCOc2nonc2N)n1
→ 13%, -15%, 0, 3%, -2%, 1%, 1.4%, 9, -3%
> CC1(C)C(=O)OC(C(=O)c2ccc(C(C)(C)C)cc2)C(C)(C)C1=O (centres undefined)
→ -9%, -19%, 4, -5%, 0%, 5%, 0.4%, -3, -2%
> CCOc1ccc(NC(=O)c2ccc3c(SCC(=O)O)c4c(nc3c2)CCCC4)cc1
→ -2%[57.1 µM], -27%&-14%, 0&2, 0%&-5%, -1%&-1%, -9%&-13%, 1.8%&-0.2%, -2&-2, 0%&3%
> CCCN1CCC2(CC1)NC(C(=O)O)Cc1c2[nH]c2ccccc12 (centres undefined)
→ 8%, -8%, 1, 3%, 0%, 3%, 3.9%, 0, 2%
> CC(C)N(CC#CCC(O)(c1ccccc1)c1ccccc1)C(C)C
→ -5%, -5%, 6, 6%, -1%, -2%, 1.4%, 0, 6%
> CC(=O)NC(=S)Nc1ccc(NC(=O)c2cccs2)cc1
→ -6%, -2%, 0, -9%, 1%, 8%, -0.8%, -7, 0%
> O=C(COc1ccccc1F)Nc1ccc2nc(SCC(=O)N3CCc4ccccc43)sc2c1
→ 0%, -2%, -4, 1%, 1%, 5%, 1.1%, -1, -13%
> Cc1cc(-c2csc(NC(=O)c3ccc(=O)n(C)n3)n2)c(C)n1CC1CCCO1 (centres undefined)
→ -1%[57.1 µM], -21%, ?, 2%, -3%, -2%, -0.2%, 5, -1%
> Cn1nnnc1SCC(=O)Nc1ccc(Cl)cn1
→ 6%, -24%, -1, 0%, 2%, -15%, 0.2%, -10, -11%
> CCOC(=O)c1cnc2nc(NCc3ccc(OCc4ccccc4)cc3)[nH]n2c1=O
→ 11%, -4%, -2, -1%, -1%, 0%, -0.1%, 1, 1%
> CCCCc1nnc(NC(=O)c2ccc3c(=O)n4c(nc3c2)CCC4)s1
→ -1%[57.1 µM], -9%, -1, -17%, 2%, 0%, -0.1%, -3, 1%
> CCCCCCC1CC(C)(/C(C)=N/NC(N)=O)OC1=O (centres undefined)
→ 9%[57.1 µM], 1%, 0, -4%, -3%, 12%, -0.3%, -5, 2%
> Cc1ccc(C)c(N(CC(=O)NN=C2CCCCCCC2)S(C)(=O)=O)c1
→ 6%[57.1 µM], 2%, -5, 2%, -4%, 8%, -4.3%, -1, -3%
> Cc1ccc(N2CC(C(=O)OCC(=O)c3ccc(C)c([N+](=O)[O-])c3)CC2=O)cc1 (centres undefined)
→ -8%[57.1 µM], -6%, 1, 1%, -1%, -11%, 0.6%, -5, -1%
> Cc1ccc(NC(=O)Cc2nc(COC(=O)C(C)NS(=O)(=O)c3ccc(C)cc3)cs2)cc1 (centres undefined)
→ -2%, -24%, 0, 4%, 0%, 5%, 0.1%, 2, -7%
> CCCC(=O)NNC(=O)c1c(O)c2ccccc2[nH]c1=O
→ -15%[57.1 µM], -7%, -3, ?, 0%, 7%, 1.6%, 8, 0%
> Cc1cccc(OCC(=O)N2CCN(C(=O)CCC3CCCC3)CC2)c1
→ -4%, -15%, 1, -9%, 0%, 2%, -0.7%, 0, -1%
> COc1cc([N+](=O)[O-])ccc1NC(=O)CCCOc1cccc(C)c1C
→ -9%, -19%, 3, 2%, -4%, 2%, 2.9%, 2, 1%
> O=C(Nc1ccccc1)c1cccnc1N1CCCC1
→ -1%, 2%, -1, -1%, -6%, 8%, -0.4%, 0, 0%
> Cc1ccc(N2C(=O)CC(n3nc(C)cc3C)C2=O)cc1 (centres undefined)
→ 9%, 2%, -5, -3%, -4%, 0%, 0.2%, -5, 0%
> Cc1ccnn1CC(=O)N/N=C/c1cn[nH]c1-c1ccc(F)cc1
→ 5%, -14%, -2, 1%, 1%, 12%, -0.4%, 1, 0%
